# BioA inh: M. tuberculosis BioA enzyme inhibitors, primary screen, biochemical, plate reader, single point, HTS | 7,8-diaminopelargonic acid synthase BioA (Mycobacterium tuberculosis) | purified M. tuberculosis BioA enzyme | inhibition, % at 9.99 µM | 0.096% of 360,000 active | AID 602481, 2012; in the data active = inhibition above about 40%
# The depositor's hits bear a star; & = joins results of further samples.
CO[C@@H]1CN(C)C(=O)c2cc(NC(C)=O)ccc2OC[C@H](C)N(C(=O)C2CCOCC2)C[C@@H]1C
  BioA inh: 0.3

C[C@@H]1CN([C@@H](C)CO)C(=O)c2cc(NC(=O)c3ccncc3)ccc2O[C@@H](C)CCCCO[C@H]1CN(C)Cc1ccc(C(F)(F)F)cc1
  BioA inh: -0.5

O=S(=O)(N[C@@H]1CC[C@H](CCn2cc(-c3cccnc3)nn2)O[C@@H]1CO)c1ccccc1
  BioA inh: 9.0

C[C@@H]1CN([C@@H](C)CO)C(=O)Cc2cc(NC(=O)NC3CCCCC3)ccc2O[C@H]1CN(C)Cc1ccc2c(c1)OCO2
  BioA inh: 0.7

C[C@H](CO)N1C[C@H](C)[C@@H](CN(C)C(=O)c2ccc(F)cc2)Oc2ncc(C#C[C@@H](C)O)cc2C1=O
  BioA inh: -3.6

C[C@@H](NC(=O)C[C@@H]1CC[C@H]2[C@@H](COc3ccc(NS(=O)(=O)c4ccc(Cl)cc4)cc3C(=O)N2C)O1)c1ccccc1
  BioA inh: 6.5

CC(C)NC(=O)N(C)C[C@@H]1OCCCC[C@H](C)Oc2ccc(NC(=O)C3CCCCC3)cc2C(=O)N([C@@H](C)CO)C[C@@H]1C
  BioA inh: 1.1

C[C@H](O)C#Cc1ccc2c(c1)O[C@H](CN(C)C(=O)c1ccncc1)[C@@H](C)CN([C@@H](C)CO)S2(=O)=O
  BioA inh: 1.0

O=C(C[C@@H]1C[C@H]2c3cc(NC(=O)c4cccnc4)ccc3O[C@H]2[C@@H](CO)O1)NCc1ccccc1F
  BioA inh: 2.0

Cc1noc(C)c1NC(=O)N(C)C[C@H]1OCc2cnnn2CCCC(=O)N([C@@H](C)CO)C[C@@H]1C
  BioA inh: -0.6

C[C@@H]1CN([C@@H](C)CO)C(=O)c2cc(C#CC3(O)CCCC3)cnc2O[C@@H]1CN(C)S(=O)(=O)c1cccc(F)c1
  BioA inh: -0.8

O=C(C[C@@H]1C[C@H]2c3cc(NC(=O)CC4CC4)ccc3O[C@H]2[C@@H](CO)O1)NCC1CC1
  BioA inh: -1.7

C[C@H]1CN([C@@H](C)CO)C(=O)c2cc(NS(C)(=O)=O)ccc2O[C@H]1CN(C)C(=O)Nc1ccc(F)cc1
  BioA inh: 4.1

C[C@@H]1CN([C@H](C)CO)C(=O)c2cc(C#C[C@@H](C)O)cnc2O[C@@H]1CN(C)C(=O)Cc1ccccn1
  BioA inh: -0.8

O=C(C[C@@H]1CC[C@@H](NC(=O)C2CCC2)[C@@H](CO)O1)NCC1CC1
  BioA inh: -0.5

O=S(=O)(N[C@H]1CC[C@@H](CCn2cc(-c3ccccn3)nn2)O[C@H]1CO)c1cccc(F)c1
  BioA inh: 7.9

C[C@@H]1CN([C@@H](C)CO)C(=O)Cc2cc(N(C)C)ccc2O[C@@H]1CN(C)C(=O)Nc1ccc2c(c1)OCO2
  BioA inh: -1.5

CO[C@@H]1CN(C)C(=O)c2cc(NC(=O)C3CCCC3)ccc2OC[C@H](C)N(C(=O)CC2CC2)C[C@@H]1C
  BioA inh: -0.1

Cc1cc(C(=O)Nc2cccc3c2O[C@@H](CN(C)S(=O)(=O)c2cccs2)[C@@H](C)CN([C@H](C)CO)C3=O)n(C)n1
  BioA inh: -1.8

COc1cccc(NC(=O)N2C[C@H](O)COC[C@@H]3O[C@H](CC(=O)NCCCN4CCOCC4)CC[C@H]32)c1
  BioA inh: 2.3

Cc1noc(C)c1NC(=O)Nc1ccc2c(c1)C(=O)N([C@H](C)CO)C[C@H](C)[C@@H](CN(C)S(=O)(=O)c1ccccc1)OCCCC[C@H](C)O2
  BioA inh: 0.3

CCCN(C)C[C@H]1OCCCC[C@@H](C)Oc2ccc(NC(=O)c3ccccc3)cc2C(=O)N([C@H](C)CO)C[C@@H]1C
  BioA inh: -0.1

C[C@H](CO)N1C[C@H](C)[C@@H](CN(C)Cc2ccc3c(c2)OCO3)Oc2ccc(NC(=O)CCC(F)(F)F)cc2C1=O
  BioA inh: -0.1

C[C@H]1CN([C@@H](C)CO)C(=O)c2cccc(NC(=O)Nc3cccc4ccccc34)c2O[C@H]1CN(C)S(=O)(=O)c1cccs1
  BioA inh: 1.6

C/C=C/c1ccc([C@@H]2[C@@H](CO)N(C(=O)C3CC3)[C@H]2CN(C)C(=O)CC2CC2)cc1
  BioA inh: 1.5

C[C@@H]1CN([C@H](C)CO)C(=O)c2cc(C#Cc3cccnc3)cnc2O[C@@H]1CN(C)S(C)(=O)=O
  BioA inh: 8.6

C[C@@H]1CN([C@H](C)CO)S(=O)(=O)c2ccc(C3=CCCCC3)cc2O[C@@H]1CN(C)Cc1ccccc1F
  BioA inh: -1.6

C[C@@H]1CN([C@H](C)CO)C(=O)c2cc(-c3ccncc3)cnc2O[C@H]1CN(C)S(=O)(=O)c1ccc(F)cc1
  BioA inh: 0.2

CO[C@H]1CN(C)C(=O)c2cc(NC(=O)C3CC3)ccc2OC[C@@H](C)N(C(=O)c2cccnc2)C[C@@H]1C
  BioA inh: -1.0

COc1ccc(NC(=O)N(C)C[C@@H]2Oc3ccc(NC(=O)C4CCCCC4)cc3C(=O)N([C@@H](C)CO)C[C@H]2C)cc1
  BioA inh: -0.5

COc1cccc(C#Cc2ccc3c(c2)O[C@@H](CN(C)C)[C@H](C)CN([C@H](C)CO)S3(=O)=O)c1
  BioA inh: -2.5

COc1ccc(CN2C[C@H](C)[C@@H](OC)CN(C)C(=O)c3cc(NC(C)=O)ccc3OC[C@@H]2C)cc1
  BioA inh: 5.9

CCCc1cn(CC[C@H]2CC[C@H](NC(=O)C3CCC3)[C@H](CO)O2)nn1
  BioA inh: 2.3

CN(C)CCCNC(=O)[C@@H]1[C@@H](CO)[C@@H]2Cn3c(ccc(C4=CCCC4)c3=O)[C@@H]2N1CCC(F)(F)F
  BioA inh: -2.4

O=C(C[C@H]1CC[C@@H]2[C@H](COC[C@H](O)CN2C(=O)Nc2ccc(Cl)c(Cl)c2)O1)NCc1ccc(F)cc1
  BioA inh: 3.4

CN1CCN(C(=O)C[C@H]2CC[C@@H]3[C@H](COC[C@@H](O)CN3C(=O)Cc3ccccc3)O2)CC1
  BioA inh: -0.3

CNC(=O)C[C@H]1CC[C@@H]2[C@@H](COc3ccc(NC(=O)c4cc(C)on4)cc3C(=O)N2C)O1
  BioA inh: 2.7

CN(C)C(=O)C[C@H]1C[C@H]2c3cc(NS(C)(=O)=O)ccc3O[C@H]2[C@@H](CO)O1
  BioA inh: -0.2

CC(C)NC(=O)N(C)C[C@H]1OCCCC[C@H](C)Oc2ccc(NC(=O)Nc3cccc4ccccc34)cc2C(=O)N([C@@H](C)CO)C[C@H]1C
  BioA inh: -3.2

C[C@H](CO)N1C[C@H](C)[C@H](CN(C)Cc2ccc(Cl)c(Cl)c2)Oc2ccc(NC(=O)Cc3cn(C)c4ccccc34)cc2CC1=O
  BioA inh: -4.1

N#C[C@@H]1[C@@H](c2ccccc2)[C@H](CO)N1S(=O)(=O)c1ccc(-c2ccccc2)cc1
  BioA inh: 0.1

COc1ccc(NC(=O)Nc2ccc3c(c2)[C@@H]2C[C@@H](CC(=O)NC4CCCCC4)O[C@H](CO)[C@@H]2O3)cc1
  BioA inh: -0.1

C[C@H](CO)N1C[C@H](C)[C@@H](CN(C)CC2CC2)OCCCC[C@H](C)Oc2ccc(NS(=O)(=O)c3ccccc3)cc2C1=O
  BioA inh: -0.2

Cc1ccc(S(=O)(=O)Nc2ccc3c(c2)C(=O)N([C@@H](C)CO)C[C@@H](C)[C@@H](CN(C)S(C)(=O)=O)OCCCC[C@@H](C)O3)cc1
  BioA inh: -1.9

CCC(=O)Nc1ccc2c(c1)C(=O)N(C)C[C@@H](OC)[C@H](C)CN(Cc1ccccn1)[C@H](C)CO2
  BioA inh: -2.5

CN(C)C(=O)C[C@H]1C=C[C@H](NC(=O)NC2CCCCC2)[C@H](CO)O1
  BioA inh: 2.6

C[C@@H]1CCCCO[C@H](CN(C)C(=O)CCCN(C)C)[C@H](C)CN([C@@H](C)CO)C(=O)c2cc(NC(=O)Nc3cccc4ccccc34)ccc2O1
  BioA inh: 1.0

O=C(c1cccnc1)N1CCCCN2[C@H](C1)[C@H](c1ccc(C#Cc3ccccn3)cc1)[C@@H]2CO
  BioA inh: -1.0

O=C(NC1CCC1)[C@@H]1[C@@H](CO)[C@@H]2Cn3c(ccc(-c4ccncc4)c3=O)[C@H]1N2CC1CC1
  BioA inh: -0.4

CCCNC(=O)N(C)C[C@H]1Oc2ncc(-c3ccccc3)cc2C(=O)N([C@H](C)CO)C[C@@H]1C
  BioA inh: -2.8

# Overlap with the part before: 3 entries; new compounds follow.
O=C(c1cccnc1)N1CCCCN2[C@H](C1)[C@H](c1ccc(C#Cc3ccccn3)cc1)[C@@H]2CO
  BioA inh: -1.0

O=C(NC1CCC1)[C@@H]1[C@@H](CO)[C@@H]2Cn3c(ccc(-c4ccncc4)c3=O)[C@H]1N2CC1CC1
  BioA inh: -0.4

CCCNC(=O)N(C)C[C@H]1Oc2ncc(-c3ccccc3)cc2C(=O)N([C@H](C)CO)C[C@@H]1C
  BioA inh: -2.8

O=C(C1CC1)N1CCCCN2[C@H](CO)[C@H](c3ccc(-c4cccc(F)c4)cc3)[C@H]2C1
  BioA inh: 6.6

COc1ccc(S(=O)(=O)N(C)C[C@@H]2Oc3ccc(NC(=O)Nc4ccccc4)cc3CC(=O)N([C@@H](C)CO)C[C@H]2C)cc1
  BioA inh: -0.5

C[C@H]1CN([C@@H](C)CO)S(=O)(=O)c2ccc(C#Cc3ccc(F)cc3)cc2O[C@@H]1CN(C)C(=O)c1ccccn1
  BioA inh: 0.9

O=C(C[C@H]1CC[C@@H]2[C@H](COC[C@H](O)CN2C(=O)Cc2ccccc2)O1)NC1CCCC1
  BioA inh: -2.9

CO[C@H](CN(C)S(=O)(=O)c1ccc(Cl)cc1)[C@H](C)CN([C@@H](C)CO)S(=O)(=O)c1cccc(Cl)c1
  BioA inh: 0.8

CCCNC(=O)N1C[C@@H]2[C@H](c3ccccc31)[C@H](CO)N2C(=O)Nc1ccccc1F
  BioA inh: 5.1

C[C@@H]1CN([C@@H](C)CO)C(=O)Cc2cc(NS(C)(=O)=O)ccc2O[C@@H]1CN(C)C(=O)Nc1ccc(F)cc1
  BioA inh: -1.7

CN1C(=O)c2cc(NC(=O)c3cccc(F)c3)ccc2OC[C@@H]2O[C@H](CC(=O)NCC3CCCCC3)CC[C@H]21
  BioA inh: 7.3&1.7

COc1ccc(NC(=O)N[C@@H]2C=C[C@H](CC(=O)NCc3ccccn3)O[C@@H]2CO)cc1
  BioA inh: -1.9

N#C[C@H]1[C@H](c2ccccc2)[C@H](CO)N1C(=O)CCN1CCCCC1
  BioA inh: 0.7

# As a short view, 2 of the compounds above:
COc1ccc(NC(=O)N[C@@H]2C=C[C@H](CC(=O)NCc3ccccn3)O[C@@H]2CO)cc1
  BioA inh: -1.9

N#C[C@H]1[C@H](c2ccccc2)[C@H](CO)N1C(=O)CCN1CCCCC1
  BioA inh: 0.7

# Next section:
CO[C@@H]1CN(C)C(=O)c2ccc(NS(=O)(=O)c3ccccc3)cc2OC[C@H](C)N(Cc2cccnc2)C[C@@H]1C
  BioA inh: -2.5

CCC(=O)N1C[C@H](O)COC[C@H]2O[C@H](CC(=O)NC)CC[C@@H]21
  BioA inh: -1.6

CCCNC(=O)C[C@@H]1C[C@H]2c3cc(NC(=O)c4cccnc4)ccc3O[C@H]2[C@H](CO)O1
  BioA inh: 14

C[C@@H]1CN([C@H](C)CO)C(=O)Cc2cc(NS(=O)(=O)c3ccc(F)cc3)ccc2O[C@H]1CN(C)Cc1ccncc1
  BioA inh: 1.6

C[C@H](CO)N1C[C@H](C)[C@H](CN(C)S(=O)(=O)c2cn(C)cn2)Oc2c(NC(=O)Nc3ccccc3)cccc2C1=O
  BioA inh: -3.0

C[C@H](CO)N1C[C@H](C)[C@@H](CN(C)C(=O)NC2CCCCC2)Oc2ccc(NC(=O)CCCCCC(=O)Nc3ccccc3N)cc2CC1=O
  BioA inh: -3.1

C/C=C/c1cnc2c(c1)C(=O)N([C@H](C)CO)C[C@H](C)[C@@H](CN(C)C(=O)Cc1ccccn1)O2
  BioA inh: -0.8

Cc1noc(C)c1NC(=O)N(C)C[C@H]1Oc2ccc(NC(=O)CCC(F)(F)F)cc2CC(=O)N([C@@H](C)CO)C[C@H]1C
  BioA inh: -3.3

C[C@@H]1CN([C@@H](C)CO)C(=O)c2cccc(NC(=O)Nc3cccc4ccccc34)c2O[C@H]1CN(C)C(=O)Nc1ccccc1
  BioA inh: -6.7

O=C(C[C@@H]1CC[C@H]2[C@@H](COC[C@H](O)CN2C(=O)Nc2ccccc2)O1)NCCc1ccncc1
  BioA inh: -0.4

CC=Cc1ccc2n(c1=O)C[C@H]1[C@H](CO)[C@@H](C(=O)N(C)C)[C@@H]2N1CC1CCOCC1 (mixture of isomers)
  BioA inh: -0.4

C[C@@H]1CN([C@H](C)CO)S(=O)(=O)c2ccc(C#CC3CC3)cc2O[C@@H]1CN(C)C(=O)c1cnccn1
  BioA inh: 0.5

C[C@H]1CN([C@@H](C)CO)C(=O)c2cc(NS(C)(=O)=O)ccc2O[C@@H]1CN(C)Cc1ccc(Oc2ccccc2)cc1
  BioA inh: -0.3

CCCNC(=O)C[C@@H]1CC[C@@H]2[C@H](COc3ccc(NC(=O)c4cccc(OC)c4)cc3C(=O)N2C)O1
  BioA inh: -0.6

O=C(C[C@H]1CC[C@@H](NC(=O)c2ccncc2)[C@@H](CO)O1)NCC1CCCCC1
  BioA inh: 4.2

O=C(Cc1ccncc1)NCC[C@@H]1CC[C@@H](NC(=O)C2CCC2)[C@H](CO)O1
  BioA inh: 0.1

COc1cccc(C(=O)Nc2ccc3c(c2)C(=O)N(C)C[C@@H](OC)[C@@H](C)CN(C(C)=O)[C@@H](C)CO3)c1
  BioA inh: -1.4

C[C@@H]1CN([C@@H](C)CO)C(=O)c2cc(C#CC3(O)CCCC3)cnc2O[C@H]1CN(C)Cc1cccnc1
  BioA inh: -0.5

COc1ccc(NC(=O)N(C)C[C@@H]2OCCCC[C@@H](C)Oc3ccc(NC(=O)Nc4c(C)noc4C)cc3C(=O)N([C@H](C)CO)C[C@@H]2C)cc1
  BioA inh: -0.7

COc1cccc(-c2cnc3c(c2)C(=O)N([C@H](C)CO)C[C@H](C)[C@H](CN(C)S(=O)(=O)c2ccccc2)O3)c1
  BioA inh: 1.5

C[C@@H]1CN([C@@H](C)CO)C(=O)c2cc(NC(=O)CCC(F)(F)F)ccc2O[C@H]1CN(C)C(=O)Nc1ccccc1
  BioA inh: -3.4

# Not all compounds are listed (hit frequency here may not be typical).
